Screens (PubChem BioAssay)
Diaphorase inh: diaphorase inhibitors and chemical oxidizers, primary screen, counter-screen for diaphorase-coupled primary assays, biochemical, uHTS, resorufin fluorescence. inhibition, % at 20 µM. actives 0.69% (n = 190,000). diaphorase resazurin-to-resorufin fluorescence, NADH, 16 min; bacterial (C. kluyveri) enzyme, not human;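 active means primary screen inhibition at 20 µM above a set limit, cut at about 50% in these data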;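 further: plate controls were DMSO with full reaction for no effect and wells lacking NADH for full effect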
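Assay system: diaphorase enzyme from Clostridium kluyveri; Input: enzyme working solution with 0.14 U/mL diaphorase; Timing: 16 min at room temperature; Technique: resorufin fluorescence, excitation 544 nm, emission 590 nm; Benchmarks: positive control minus NADH, DMSO neutral control.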
TNAP act hi DEA: TNAP activators at high phosphate acceptor level, primary screen, biochemical, luminescence, uHTS | 200,000 tested, under 10 active | purified TNAP, CDP-star luminescence, 1 M DEA, 30 min; stronger effect = higher value; 0 = EDTA background, 1 = DMSO-only activity | activation factor at 20 µM;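 active means activation factor at least 2 at 20 µM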
Target sequence (P05186 whole entry, looked up): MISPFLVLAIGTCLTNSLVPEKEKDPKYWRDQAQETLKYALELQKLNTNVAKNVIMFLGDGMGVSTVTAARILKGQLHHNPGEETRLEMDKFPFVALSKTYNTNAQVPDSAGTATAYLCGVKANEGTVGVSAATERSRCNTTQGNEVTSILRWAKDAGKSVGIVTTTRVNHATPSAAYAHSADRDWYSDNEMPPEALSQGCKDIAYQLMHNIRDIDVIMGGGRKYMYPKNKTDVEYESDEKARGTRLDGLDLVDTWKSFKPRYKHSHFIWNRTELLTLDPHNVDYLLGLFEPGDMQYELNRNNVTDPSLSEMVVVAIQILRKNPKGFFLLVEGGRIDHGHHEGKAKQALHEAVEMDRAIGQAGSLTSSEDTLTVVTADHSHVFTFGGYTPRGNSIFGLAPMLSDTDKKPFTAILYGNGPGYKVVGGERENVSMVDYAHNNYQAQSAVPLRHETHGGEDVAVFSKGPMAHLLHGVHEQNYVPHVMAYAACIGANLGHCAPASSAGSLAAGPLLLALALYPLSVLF
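system = human TNAP | amount = enzyme diluted 1/800 final | reagent = 100 µM CDP-star substrate | signal = luminescent substrate turnover signal | dosing = one dose, 20 µM | benchmarks = EDTA negative control, DMSO positive control | measure = activation factor | timing = 30 min reaction, room temperature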
PMI activator: activators of human PMI, primary screen, biochemical, fluorescence intensity, near-Km mannose 6-phosphate. Mannose-6-phosphate isomerase (Homo sapiens), P34949. purified human PMI, coupled resazurin fluorescence, 20 min; stronger effect = higher value; 1 = vehicle control, 0 substrate-free wells. activation factor at 20 µM. actives 0.005% (n = 190,000);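 active means activation factor of 2 or more at 20 µM, relative to plate controls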
Target sequence (P34949 whole entry, looked up): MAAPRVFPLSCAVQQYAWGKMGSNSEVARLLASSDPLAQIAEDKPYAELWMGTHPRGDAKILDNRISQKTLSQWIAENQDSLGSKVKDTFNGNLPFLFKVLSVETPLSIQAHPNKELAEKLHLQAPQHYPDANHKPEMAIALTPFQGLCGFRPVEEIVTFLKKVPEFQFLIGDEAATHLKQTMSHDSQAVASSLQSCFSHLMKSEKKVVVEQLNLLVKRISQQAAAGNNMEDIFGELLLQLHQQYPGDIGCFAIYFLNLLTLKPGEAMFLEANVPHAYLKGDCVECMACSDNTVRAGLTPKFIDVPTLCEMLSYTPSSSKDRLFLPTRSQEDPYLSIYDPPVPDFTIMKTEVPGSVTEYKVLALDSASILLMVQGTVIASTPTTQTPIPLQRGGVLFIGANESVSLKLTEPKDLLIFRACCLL
Diaphorase act: compounds boosting diaphorase resazurin reduction – biochemical, uHTS, resorufin fluorescence, counter-screen for diaphorase-coupled primary assays, primary screen | Diaphorase/resazurin coupled assay, 16 min; stronger effect = higher value; 1 = vehicle wells, 0 = NADH-free wells | actives 0.005% (n = 190,000) | activation factor at 20 µM | AID 1229, 2008;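 active means diaphorase activity raised at least twofold by the compound at 20 µM; inactive means activation factor below 2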
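Test system: Clostridium kluyveri diaphorase, purified enzyme; input: enzyme 0.07 U/mL final; buffer or medium: 50 mM HEPES pH 7.4 with 4.542 mM MgCl2, 0.005% Tween 20; also added: 0.114 mM NADH and 0.1 mM resazurin, final amounts; schedule: 16 min enzyme reaction, ambient temperature; technique: fluorescence of resorufin, 544 nm excitation, 590 nm emission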
TNAP inh no acc: human TNAP enzyme inhibitors, primary screen, biochemical, luminescent, no phosphate acceptor, uHTS | Alkaline phosphatase, tissue-nonspecific isozyme (Homo sapiens), P05186 | purified TNAP, CDP-star luminescence, 30 min | inhibition, % at 20 µM | actives 0.26% (n = 200,000);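 active means tissue-nonspecific alkaline phosphatase inhibition above about 50% at 20 µM in the single-dose screen, limit read from the data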;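 further: 0% = DMSO negative control and 100% = EDTA positive control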
G6PDH CS: L. mesenteroides G6PDH inhibitors, counter-screen for G6PDH-coupled screening assays, biochemical, Leuconostoc mesenteroides enzyme; Purified L. mesenteroides G6PDH, diaphorase/resazurin coupled fluorescence, 45 min; inhibition, % at 5 µM; actives 0.12% (n = 200,000); in the data active means inhibition above about 50%
TNAP inh hiacc: human TNAP enzyme inhibitors, primary screen, biochemical, luminescent, high phosphate acceptor level, uHTS | Alkaline phosphatase, tissue-nonspecific isozyme (Homo sapiens), P05186 | purified TNAP, CDP-star luminescence, 1 M DEA | inhibition, % at 20 µM | actives 0.03% (n = 200,000) | AID 1135, 2008;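 active means over 50% inhibition of tissue-nonspecific alkaline phosphatase at 20 µM in the single-dose screen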;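 further: plate controls were DMSO wells for no effect and EDTA-quenched wells as full inhibition for full effect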
PMI act satM6P: human PMI activators, high substrate, primary screen, biochemical, fluorescence intensity, near-saturating mannose 6-phosphate | AID 1216, 2008 | actives 0.34% (n = 190,000) | activation factor at 20 µM | coupled PMI enzyme assay, resazurin fluorescence, 20 min; stronger effect = higher value; 1 = untreated enzyme, 0 = substrate-free blank;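 active means activation factor of 2 or more at 20 µM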
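assay system = human phosphomannose isomerase with PGI, G6PDH, diaphorase coupling enzymes | quantity = 15 ng/mL PMI | incubation = enzyme reaction with compound 20 min at room temperature | medium = HEPES pH 7.4 buffer with MgCl2 and Tween-20 | compound dosing = one concentration, 20 µM, in 1% DMSO | measured by = Diaphorase-driven resazurin-to-resorufin fluorescence, excitation 544, emission 590 nm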
FLuc stim CS: FLuc activators, initial screening, artefact control for FLuc-dependent activation tests, biochemical, ATPlite luminescence. Luciferin 4-monooxygenase (Photinus pyralis), P08659. ATPlite luciferase biochemical, 10 min; 0 = ATP-free wells, 1 = DMSO control. activation factor at 10 µM. 200,000 tested, under 10 active. AID 1027, 2008;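 active means luciferase activation factor, scaled between plate controls, of at least 2 with compound at 10 µM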
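test system = cell-free luciferase reagent | medium = PBS as buffer for the ATP substrate | dosing = test compounds dosed from 2 mM stocks in 100% DMSO | incubation = 10 min at ambient temperature | detection = luminescence measurement of luciferase light output | benchmarks = low control with PBS replacing ATP, high control enzyme plus ATP without compound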
HMGR II inh: inhibitors of E. faecalis class II HMGR, primary screen, biochemical, Enterococcus faecalis; HMG-CoA reductase (Enterococcus faecalis, mvaE); purified E. faecalis HMGR, NADPH absorbance 340 nm kinetic; inhibition, % at 10 µM; actives 0.41% (n = 190,000); AID 1066, 2008;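 active means inhibition above a set limit, the median over all tested compounds plus 3 SD, cut at about 9.5% in these data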;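 further: enzyme runs in reverse so mevalonate oxidation gives rising NADPH absorbance; 0% = complete reaction with DMSO and 100% = background rate lacking mevalonate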
* hit, by the source's call; & = joins results of further samples. No enrichment for hits; 1.7% or so of the library scored in one or more.

item	Structure	TNAP act hi DEA	PMI activator	TNAP inh hiacc	HMGR II inh	TNAP inh no acc
1	CC1CC1C(=O)OCC(=O)c1c(N)n(C)c(=O)n(C)c1=O (stereo unspecified)	1.1	1.1	-5	3	12
2	OC(c1ccccc1)c1nccn1Cc1ccccc1 (stereo unspecified)	1	1	-5	-1	-9
3	CC(=O)c1c(C)oc2ccc(N(C(=O)C3CCCCC3)S(=O)(=O)c3cc([N+](=O)[O-])ccc3C)cc12	1	1	0	-5	-12
4	Cc1ccc2[nH]c3c(c2c1)SC(C)(C)CC3=O	1	1	-3	1	-12
5	O=C(NCc1n[nH]c(=S)n1-c1ccc(Br)cc1)c1cccs1	1	1	-3	-2	0
6	CN(Cc1ccccc1)C(=O)CCNC(=O)Cn1cnc2ccccc2c1=O	1	1	0	-1	-5
7	CCOc1ccc(NC(=O)NC23CC4CC(CC(C4)C2)C3)cc1	1	1	-4	-1	-32
8	COc1ccc(C2NC(c3ccc(OC)cc3)C(c3ccccc3)C(=O)C2c2ccccc2)cc1 (stereo unspecified)	1	0.8	-2	-1	-18
9	CCC(CC)C(=O)NCCc1ccc(OC)c(OC)c1	1	1	-2	1	-13
10	CCCSC1=N/C(=C\c2ccc3c(c2)OCO3)C(=O)S1	1	0.8	3	4	0
11	CC(C)(C)C(=O)NC(=S)NNC(=O)c1ccncc1	1	1	-4	3	-166
12	COc1nsnc1NS(=O)(=O)c1ccc(NC(=S)NC(=O)c2cccnc2)cc1	1	1.1	-4	-2	1

item	PMI act satM6P	Diaphorase act	FLuc stim CS	Diaphorase inh	G6PDH CS
1	1.1	1.2	1.1	-20	14
2	1	0.8	1	18	-2
3	1	0.9	1.1	5	-12
4	0.9	0.9	1.1	11	-5
5	0.9	0.6	1	40	0
6	1.1	1	1	1	1
7	1.1	1	1	0	5
8	0.9	0.8	1	17	-12
9	1	1	1.1	2	16
10	0.9	0.9	1	13	0
11	1	0.7	1	33	9
12	1	1.1	1	-7	21

3 entries from above, ordered by count of non-hydrogen atoms, ascending.
item	Structure	TNAP act hi DEA	PMI activator	TNAP inh hiacc	HMGR II inh	TNAP inh no acc
11	CC(C)(C)C(=O)NC(=S)NNC(=O)c1ccncc1	1	1	-4	3	-166
12	COc1nsnc1NS(=O)(=O)c1ccc(NC(=S)NC(=O)c2cccnc2)cc1	1	1.1	-4	-2	1
8	COc1ccc(C2NC(c3ccc(OC)cc3)C(c3ccccc3)C(=O)C2c2ccccc2)cc1 (stereo unspecified)	1	0.8	-2	-1	-18

item	PMI act satM6P	Diaphorase act	FLuc stim CS	Diaphorase inh	G6PDH CS
11	1	0.7	1	33	9
12	1	1.1	1	-7	21
8	0.9	0.8	1	17	-12

The listing continues.
item	Structure	TNAP act hi DEA	PMI activator	TNAP inh hiacc	HMGR II inh	TNAP inh no acc
13	Cc1ccn2c(C(=O)CSc3ccc(Cl)cc3)c(C)nc2c1	1	1	1	-2	-8
14	Cc1ccc(NC(=O)COC(=O)c2cc(-c3cccs3)nn2-c2ccccc2)cc1[N+](=O)[O-]	1	1	-1	-6	-7
15	Cc1cc(N2CCN(C)CC2)nc2ccc(NC(=O)c3ccc4c(c3)OCO4)cc12	1	0.9	2	-2	0
16	CCCOc1ccc(N2C(=O)C3ON(c4ccccc4)C(CCC)C3C2=O)cc1 (stereo unspecified)	1.1	0.9	-5	-3	-17
17	Cc1cccc(NC(=O)CSCc2nc3c(nnn3Cc3ccc(F)cc3)c(=O)[nH]2)c1C	1	1.2	4	-1	-1
18	COC(=O)CS(=O)(=O)c1ccc(C)cc1	1.1	1.1	-5	4	-4
19	CC(=O)N/C(=C\c1ccc(F)cc1)C(=O)N(C)C	1	1.2	-1	-6	-18
20	COc1cc(OC)c(S(=O)(=O)NCc2cccnc2)cc1NC(C)=O	1	1.1	-4	-5	-10
21	C=C(C)Cn1c(CCNC(=O)C(C)C)nc2ccccc21	1	1	-5	0	-5
22	O=c1oc2ccccc2c(Nc2ccccc2O)c1[N+](=O)[O-]	1	0.8	4	-1	-5
23	CCC(=O)NCCc1nc2cc(NC(=O)c3ccc(OC)cc3)ccc2n1C	1	1.1	-4	-6	-3
24	O=C(CCNC(=O)Cn1ccc2ccccc2c1=O)NCC1CCCC1c1ccccc1 (stereo unspecified)	1	1.1	-4	3	-15

item	PMI act satM6P	Diaphorase act	FLuc stim CS	Diaphorase inh	G6PDH CS
13	0.9	0.9	1	9	-30
14	1	1	1	0	-5
15	1	1.2	0.8	-20	-4
16	1	0.8	1.1	22	-2
17	1	1.1	1	-10	2
18	1.1	1.2	1	-20	17
19	1.1	0.9	1	6	-2
20	1	1.1	1	-10	0
21	1	1	1.1	-1	-2
22	0.8	0.4	1.1	58*	19
23	1.1	1	0.7	0	19
24	1	1.1	1.1	-7	6

(listing goes on)
item	Structure	TNAP act hi DEA	PMI activator	TNAP inh hiacc	HMGR II inh	TNAP inh no acc
25	COc1cc(Cl)ccc1NC(=S)N(CCN1CCOCC1)C1CCN(C(C)=O)CC1	1	1	0	-3	-10
26	O=C(CSc1ccc(-c2cccs2)nn1)Nc1ccccc1	1	1.1	-2	-2	-8
27	CC1CCCCC1NC(=O)C(=O)NCC1CCCO1 (stereo unspecified)	1	1	2	-10	-5
28	CC1Cc2ccccc2N1S(=O)(=O)c1cccc(C(=O)c2nccn2C)c1 (stereo unspecified)	1	1	-3	-4	-6
29	C/C=C/C(=O)OCC(=O)Nc1ccc(C)c(S(=O)(=O)N(C)C)c1	1	1.3	-2	0	-5
30	COc1ccc(NC(=O)CCC(=O)N(Cc2ccc(OC)c(OC)c2)c2nccs2)cc1	1.1	0.8	-5	-1	9
31	COc1ccc(CN=C(Nc2ccccc2)SC2CC(=O)N(C)C2=O)cc1 (stereo unspecified)	1	1	-3	0	-8
32	C=CCOC(=O)C1=C(C)NC(=O)NC1c1cn(-c2ccccc2)nc1-c1cccs1 (stereo unspecified)	1.1	0.9	-6	-3	-3
33	O=C(CSc1nnc(-c2ccccc2F)n1C1CCCCC1)N1CCCC1	1	1	-5	-6	-13
34	CC1=C(C(=O)OC(C)C)C(c2cccnc2)C2=C(CC(C)(C)CC2=O)N1 (stereo unspecified)	1	1.1	-2	7	-9
35	Cc1ccc(S(=O)(=O)c2cc(N3CCOCC3)nc(-c3ccccc3)n2)cc1	1	0.9	0	3	-8
36	COc1ccc2c(c1)C=C(CN1CCN(C(C)C)C(CCO)C1)CO2 (stereo unspecified)	1.1	0.9	-7	-2	-9

item	PMI act satM6P	Diaphorase act	FLuc stim CS	Diaphorase inh	G6PDH CS
25	1	1	1	1	1
26	1	0.9	0.9	11	8
27	1	1	1	4	2
28	1	0.9	1.1	8	-2
29	1.1	0.9	1	8	9
30	0.9	0.7	1.2	28	-17
31	1.1	1.1	1	-9	-3
32	0.9	0.8	1	24	-19
33	1	0.9	1	14	4
34	1	1	1.1	2	9
35	0.9	0.9	1.1	14	5
36	1	0.9	1.1	9	3

Going on with the list:
item	Structure	TNAP act hi DEA	PMI activator	TNAP inh hiacc	HMGR II inh	TNAP inh no acc
37	CC(C)Nc1nc(-c2ccccc2)nnc1-c1ccccc1	1	0.9	-4	-1	-8
38	O=C(NCC1CCCO1)C1CCN(C2CCN(C3CCCCCC3)CC2)CC1 (stereo unspecified)	1	1	-3	2	-13
39	CCc1ccc2oc(C(=O)NCc3ccc(S(N)(=O)=O)cc3)c(C)c2c1	1.1	1	-6	4	-9
40	CCOC(=O)C1=C(C)NC(C)=C(C(=O)OC)C1c1cccc([N+](=O)[O-])c1 (stereo unspecified)	1&1	1&0.9	-3&-2	0&-2	-12&-7
41	CN(C)C(CN=C1NS(=O)(=O)c2ccccc21)c1ccco1 (stereo unspecified)	1	1.1	1	-2	-7
42	O=C(N/N=C/c1ccc(Br)o1)c1ccc2c(c1)OCCO2	1	1.2	5	2	3
43	O=C1NC(=Nc2ccccc2)c2c1cccc2[N+](=O)[O-]	1.1	0.9	-6	-6	-8
44	COCCN(C(=S)Nc1cccc(OC)c1)C1CCN(C(C)C)CC1	1	0.9	4	1	0
45	COc1cc(CNCc2ccccn2)ccc1OCc1c(Cl)cccc1Cl	1	1	-3	-2	-34
46	COC(=O)NC1CCC(CC2CCC(NC(=O)OC)CC2)CC1 (stereo unspecified)	1	1	-5	3	3
47	CCC(C)c1ccccc1NC(=O)COC(=O)c1ccc(N2CCCC2)c([N+](=O)[O-])c1 (stereo unspecified)	1	0.8	4	-4	-2
48	O=C(CSc1ccc(Cl)cc1)Nc1cccc(-c2nc3ccccc3[nH]2)c1	1	1.2	3	-6	-2
49	CCn1c(=O)c(C(=O)NCCNCCO)c(O)c2ccccc21	1.1	0.9	-8	4	-12
50	Cn1nc(-c2ccccc2)c(C(O)c2ccc(Cl)cc2)c1Cl (stereo unspecified)	1	0.9	0	0	-16

item	PMI act satM6P	Diaphorase act	FLuc stim CS	Diaphorase inh	G6PDH CS
37	0.9	0.8	1.1	19	12
38	1	1.1	1	-13	14
39	1	1	1.1	3	4
40	1&0.9	0.9&0.7	1&1	14&30	4&7
41	1	1.1	1	-10	5
42	1	1	0.3	0	-7
43	1	1	1	-2	7
44	1	1	1	4	-4
45	1	1.1	1	-8	-4
46	1	1	1.1	4	4
47	1	0.9	1.1	14	-10
48	1.2	1	1	0	-12
49	0.9	0.9	1	9	12
50	0.8	0.9	1	14	-18
